High-throughput results as filed in PubChem BioAssay.
MRP resist rev: reversal of MRP1-mediated doxorubicin resistance, primary screen, H69AR cells, doxorubicin co-treatment. H69AR cells + 2 uM doxorubicin, CellTiter-Glo, 72 h. 0.04% of 85,000 active. AID 602, 2007. differential viability (reversal), % at 10 µM;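 active means viability drop by adding the cancer drug above about 55%, with treated viability meeting a 40% cutoff, limit read from the data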;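 further: viability without doxorubicin minus viability with 2 µM doxorubicin for each compound; larger differential means the compound sensitizes cells more to doxorubicin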
NFkB transloc pot: enhancers of NFkB p65 translocation in HUVEC – imaging, IL-1B stimulus, high-content imaging, primary screen; HUVEC IL-1B NFkB p65 nuclear translocation imaging; activation, % at 2 µM; 0.3% of 94,000 active; AID 819, 2007;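 active means activation above 40%, about the mean plus 3 SD, also judged a hit on visual image review; inconclusive means activation above 40% but not a hit on visual review; inactive means activation not above 40% and no visual hit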;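 further: percent activation is computed from the nuclear over cytoplasmic p65 intensity ratio; values of inactives mirror those of a sister screen read the other way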
IL1B NFkB inh: inhibitors of IL-1B driven NFkB p65 nuclear import, primary screen, imaging, HUVEC, IL-1B stimulus, high-content imaging; HUVEC IL-1B NFkB p65 nuclear translocation imaging; AID 796, 2007; 0.43% of 94,000 active; inhibition, % at 2 µM;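 active means inhibition above about 30% together with a positive call from visual inspection of the well image, limit read from the data; inconclusive means inhibition above a set limit but visual check negative; inactive means inhibition not above a set limit, visual check negative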;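 further: nuclear over cytoplasmic p65 intensity ratio measured by imaging; 0% = IL-1B stimulated DMSO wells and 100% = unstimulated DMSO wells; values of inactives mirror those of a sister screen read the other way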
PLAP inhibition: PLAP enzyme inhibitors, biochemical, luminescence, HTS (AID 690) | purified PLAP, luminescent substrate; higher % means a stronger effect | Alkaline phosphatase, placental type (Homo sapiens) | 0.08% of 96,000 active | one-dose inhibition, % at 20 µM; IC50 in µM for titrated hits; in the data active means a potency from the dose series; inactive means the rest, 99 in 100 with inhibition below about 30%; further: strong numbers were not always called active
Bcl-B displacement: displacers of TR3 peptide from Bcl-B, primary screen, selectivity assay for Bfl-1 inhibitor project, biochemical, fluorescence polarization; AID 748, 2007; displacement, % at 20 µM, or IC50 in µM where a hit was titrated; FP displacement of FITC-TR3 peptide from Bcl-B; higher % means a stronger effect; 0.11% of 96,000 active;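 active means displacement above 50% at 20 µM plus a fluorescence interference ratio under 1.5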;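 further: plate controls were wells without compound for no effect and wells lacking Bcl-B protein for full effect; a part of the inactive calls stands beside numbers as strong as those of hits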
MRP resist rev cytotoxicity: also measured in MRP resist rev; calls as there; viability, %; H69AR cells, CellTiter-Glo, 72 h; measured here: cytotoxicity without doxorubicin
MRP resist rev with doxorubicin: also measured in MRP resist rev; calls as there; viability, %; measured here: viability with 2 uM doxorubicin; hits give low values
IL1B NFkB inh cell count 2 µM: further read-out of IL1B NFkB inh, marked with its call; cell count; measured here: cells passing quality filter;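 raw number of nuclei counted in each imaged well without normalization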
NFkB transloc pot cell count 2 µM: second read-out of NFkB transloc pot, no call of its own (marks repeat the call); cell count; measured here: cells passing quality filter
Active calls of the source: *; u = inconclusive; x = not tested or not shown.

SMILES	MRP resist rev	MRP resist rev cytotoxicity	MRP resist rev with doxorubicin	NFkB transloc pot	NFkB transloc pot cell count 2 µM	IL1B NFkB inh	IL1B NFkB inh cell count 2 µM	PLAP inhibition	Bcl-B displacement
Cc1ccc(CNC(=O)c2ccc(CN3CCOCC3)cc2)cc1	4	88	84	20	118	-20	118	-45%	-1%
CCC1CCC(NC2CCCCNC2=O)CC1 (configuration not stated)	0	97	96	34	52	-34	52	0%	-3%
CC(/C=N/N1CCN(c2ccccc2)CC1)=C\c1ccccc1	x	x	x	12	152	-12	152	-2%	-11%
CC(C)c1ccc(NC(=O)CSc2nnc(-c3ccccn3)n2C)cc1	10	99	90	-5	80	5	80	20%	7%
CC1(C)N=C(C(=O)c2ccccc2)N(O)C1(C)O (configuration not stated)	18	111	93	0	115	0	115	-18%	-2%
CN1CCN(C(=O)C2(NC(=O)Nc3ccccc3Cl)CCCCC2)CC1	5	104	99	21	124	-21	124	x	x
Cc1ccc(CN(c2ccc(C(=O)N3CCOCC3)cc2)S(C)(=O)=O)cc1	-3	80	83	x	x	x	x	-72%	-3%
Cc1[nH]n(-c2ccccc2)c(=O)c1CCOC(=O)c1ccc(C(F)(F)F)cc1	x	x	x	-2	156	2	156	6%	6%
CC1(C)C2CCC(C2)C1(C)NC(=O)CN1CCOCC1 (configuration not stated)	-5	92	96	-6	122	6	122	-24%	-5%
CCC1CC2CC(NC(C)=O)C1C2 (configuration not stated)	3	87	83	1	102	-1	102	-14%	1%
COc1ccc(CCNC(=O)C2CCN(S(=O)(=O)c3cccc4nsnc34)CC2)cc1OC	3	97	94	10	166	-10	166	-24%	-10%
CC(N=C1NS(=O)(=O)c2ccccc21)c1ccccc1 (configuration not stated)	9	100	91	22	184	-22	184	-18%	5%
CCOC(=O)c1cnc(SCC(=O)Nc2sc(C)c(C)c2C#N)nc1N	-1	94	95	2	147	-2	147	-2%	-5%
CC(/C=C/c1ccccc1)=N\Nc1nc(-c2ccccc2)cs1	x	x	x	15	123	-15	123	8%	5%
CC(C)Nc1nnc(SCC(=O)c2c(N)n(Cc3ccccc3)c(=O)n(C)c2=O)s1	-2	86	87	-1	176	1	176	12%	8%
COc1ccccc1CC(NC(C)=O)C(=O)NC1CCN(c2nnnn2-c2ccccc2)CC1 (configuration not stated)	-13	70	83	28	141	-28	141	-58%	-5%
CC(C)NC(=O)c1ccc(N2CCOCC2)nc1	12	94	82	22	180	-22	180	4%	1%
COc1ccccc1S(=O)(=O)Cc1ccc(C(=O)NCCN2CCCC2)o1	-13	99	112	10	189	-10	189	-26%	-1%
COC(=O)c1ccc2c(c1)N(Cc1nc(-c3cccc(C)c3)oc1C)C(=O)C1CCCN21 (configuration not stated)	-5	55	60	-5	170	5	170	-52%	-124%
COCCCn1ccc(O)c(Cc2ccc(F)cc2)c1=O	x	x	x	-3	117	2	117	2%	7%

SMILES	MRP resist rev	MRP resist rev cytotoxicity	MRP resist rev with doxorubicin	NFkB transloc pot	NFkB transloc pot cell count 2 µM	IL1B NFkB inh	IL1B NFkB inh cell count 2 µM	PLAP inhibition	Bcl-B displacement
CCOc1ccc(NC(=O)NCCCSC2CCCCC2)cc1	8	96	87	5	148	-5	148	-3%	6%
Cc1ccccc1CSc1nsc(N)n1	0	106	106	-12	189	12	189	-10%	-5%
CCCc1cc(=O)oc2cc(Oc3ncccn3)ccc12	2	103	101	-9	78	9	78	-26%	-2%
COc1ccc(C2(CNC(=O)C(c3ccccc3)c3ccccc3)CCOCC2)cc1OC	-2	75	76	-6	119	6	119	x	x
COc1ccccc1NC(=O)C1=C(C)Nc2nc(-c3cccs3)nn2C1c1cccc(O)c1 (configuration not stated)	-5	63	68	20	214	-20	214	-27%	-6%
CCC(CC)NC(=O)c1ccc2c(c1)OCCO2	x	x	x	-6	158	6	158	3%	-9%
O=C(Nc1ccc(Br)cc1F)c1ccc2c(c1)N(Cc1ccccc1)C(=O)CS2=O (configuration not stated)	x	x	x	-13	64	13	64	x	x
O=C(CN1C(=O)c2cccc3cccc1c23)NCc1cccnc1	-4	88	91	13	121	-13	121	18%	10%
CCOC(=O)N1CCN(C(=O)C(CC(C)C)NS(=O)(=O)c2ccc3c(c2)oc(=O)n3C)CC1 (configuration not stated)	1	80	79	9	177	-9	177	-69%	6%
O=C(c1ccc(-c2ccccc2)cc1)N1CCCC1	9	100	91	-2	115	2	115	1%	6%
CC1(C)CC(=O)C(C=Nc2ccncc2)=C(O)C1	-12	100	112	-1	154	1	154	x	x
O=C(O)CSC1c2ccccc2C(=O)N1c1ccccc1 (configuration not stated)	x	x	x	-9	135	9	135	10%	-6%
O=C(CCC(=O)OC(C(=O)c1ccccc1)c1ccccc1)Nc1ccccc1 (configuration not stated)	x	x	x	-16	155	16	155	4%	-4%
CC(C)Cn1c(=O)c(C(=O)NCc2ccccn2)c(O)c2ccccc21	-54	29	82	x	x	x	x	-40%	-5%
CC1CCCCN1C(=S)NCCc1ccccc1 (configuration not stated)	x	x	x	8	151	-8	151	-2%	-10%
Cc1ccccc1NC(=S)C1=C(O)c2sccc2N(C)S1(=O)=O	0	107	106	20	173	-20	173	-32%	6%
O=C(Nc1nc(-c2cccc(Br)c2)cs1)Oc1ccccc1	x	x	x	-4	134	4	134	5%	-4%
CCc1cccc(NC(=O)c2ccc(Br)o2)c1	19	100	81	8	128	-8	128	18%	-7%
CCCN(CCC)c1nc2ccccc2n2c(C)nnc12	2	103	100	12	115	-12	115	-46%	2%
CC(=O)c1c(C)[nH]c(C(=O)N2CCN(c3ncccn3)CC2)c1C	3	90	87	-11	129	11	129	-9%	1%

SMILES	MRP resist rev	MRP resist rev cytotoxicity	MRP resist rev with doxorubicin	NFkB transloc pot	NFkB transloc pot cell count 2 µM	IL1B NFkB inh	IL1B NFkB inh cell count 2 µM	PLAP inhibition	Bcl-B displacement
O=C(Oc1cccc(C(=O)N2CCOCC2)c1)c1ccc(Br)cc1	8	104	97	-3	201	3	201	6%	-6%
CCCCN(c1ccccc1)c1ncnc(N)c1[N+](=O)[O-]	x	x	x	-4	158	4	158	10%	-4%
CCOC(=O)c1c(NC(=O)C2CCCO2)sc2c1CCC2 (configuration not stated)	10	92	82	5	66	-5	66	0%	0%
O=C(c1cccc(F)c1)N1CCc2ccccc21	17	98	81	11	41	-11	41	-4%	1%
COc1ccc(NC(=O)CSc2nccn2-c2ccccc2)c(OC)c1	-3	85	88	x	x	x	x	-22%	-7%
O=C1c2ccccc2NC(c2c(Cl)cccc2Cl)N1Cc1ccccc1 (configuration not stated)	6	97	91	3	152	-3	152	-20%	-6%
CCN1C(=O)c2ccccc2S(=O)c2ccc(C(=O)N3CCCCCC3)cc21 (configuration not stated)	-8	75	82	-2	155	2	155	-12%	0%
O=C(O)C1(c2cccc(Cl)c2)CCC1	-21	104	125	-7	141	7	141	-21%	0%
CCN(CC)c1ccc(NC(=O)c2cc(Cl)ccc2OC)cc1	2	48	46	-10	185	10	185	0%	-5%
Cc1cccc(NC(=S)Nc2ccc(Br)cc2)c1	x	x	x	-8	143	8	143	-20%	8%
CCN1CCN(CCCNc2ncnc3nc[nH]c23)CC1	7	108	101	x	x	x	x	-22%	7%
CCc1cc[n+](-c2nc([O-])sc2C=O)cc1	x	x	x	-2	168	2	168	17%	125%
CCCn1c2ccccc2c2cc(C(=O)O)ccc21	-29	52	82	x	x	x	x	-8%	-1%
NC(=O)c1ccccc1OCC(=O)NC12CC3CC(CC(C3)C1)C2	2	85	82	3	182	-3	182	9%	-10%
CC1(C)Cc2c(sc3c2c(=O)n(Cc2ccccc2)c2nncn32)CO1	-18	60	78	x	x	x	x	-41%	-9%
CCOC(=O)c1cnc2nc(NCc3ccc(OCc4ccccc4)cc3)[nH]n2c1=O	5	100	95	8	184	-8	184	-93%	-14%
COc1ccccc1-n1c(SCC(=O)NC2CCCCC2)nc2c(c1=O)SCC2	0	79	79	-21	156	21	156	5%	-8%
Cc1cc2c(c(=O)n1CCN(C)C)C(c1ccncc1)C(C#N)=C(N)O2 (configuration not stated)	3	106	103	-8	132	8	132	-1%	1%
CC(=O)c1c(C(C)=O)c(C)n(-c2nc(-c3ccc(C)c(C)c3)c(C)s2)c1C	0	89	89	-10	146	10	146	-31%	-5%
CCn1c(SCC(=O)c2cc(C)n(C)c2C)nnc1-c1ccccc1	-17	68	86	2	194	-2	194	-35%	-27%

SMILES	MRP resist rev	MRP resist rev cytotoxicity	MRP resist rev with doxorubicin	NFkB transloc pot	NFkB transloc pot cell count 2 µM	IL1B NFkB inh	IL1B NFkB inh cell count 2 µM	PLAP inhibition	Bcl-B displacement
O=C1CC(Nc2ccc(N3CCOCC3)cc2)C(=O)N1c1cccc(C(F)(F)F)c1 (configuration not stated)	14	98	84	3	148	-2	148	-25%	-1%
COC(=O)c1[nH]c2ccc(F)cc2c1NC(=O)Nc1ccc(OC)cc1	x	x	x	-3	114	3	114	8%	4%
Cc1ccc(SCC(=O)N2CCc3ccccc32)cc1	12	114	102	-8	88	8	88	x	x
CCn1c(=O)c2c(nc(SCc3ccccn3)n2C)n(C)c1=O	-6	79	84	u	x	-70	179	6%	-1%

Part of the list above in another layout.
Results follow in this order: MRP resist rev, MRP resist rev cytotoxicity, MRP resist rev with doxorubicin, NFkB transloc pot, NFkB transloc pot cell count 2 µM, IL1B NFkB inh, IL1B NFkB inh cell count 2 µM, PLAP inhibition, Bcl-B displacement
- CCN(CC)c1ccc(NC(=O)c2cc(Cl)ccc2OC)cc1
→ 2, 48, 46, -10, 185, 10, 185, 0%, -5%
- Cc1cccc(NC(=S)Nc2ccc(Br)cc2)c1
→ x, x, x, -8, 143, 8, 143, -20%, 8%
- CCN1CCN(CCCNc2ncnc3nc[nH]c23)CC1
→ 7, 108, 101, x, x, x, x, -22%, 7%
- CCc1cc[n+](-c2nc([O-])sc2C=O)cc1
→ x, x, x, -2, 168, 2, 168, 17%, 125%
- CCCn1c2ccccc2c2cc(C(=O)O)ccc21
→ -29, 52, 82, x, x, x, x, -8%, -1%
- NC(=O)c1ccccc1OCC(=O)NC12CC3CC(CC(C3)C1)C2
→ 2, 85, 82, 3, 182, -3, 182, 9%, -10%
- CC1(C)Cc2c(sc3c2c(=O)n(Cc2ccccc2)c2nncn32)CO1
→ -18, 60, 78, x, x, x, x, -41%, -9%
- CCOC(=O)c1cnc2nc(NCc3ccc(OCc4ccccc4)cc3)[nH]n2c1=O
→ 5, 100, 95, 8, 184, -8, 184, -93%, -14%
- COc1ccccc1-n1c(SCC(=O)NC2CCCCC2)nc2c(c1=O)SCC2
→ 0, 79, 79, -21, 156, 21, 156, 5%, -8%
- Cc1cc2c(c(=O)n1CCN(C)C)C(c1ccncc1)C(C#N)=C(N)O2 (configuration not stated)
→ 3, 106, 103, -8, 132, 8, 132, -1%, 1%
- CC(=O)c1c(C(C)=O)c(C)n(-c2nc(-c3ccc(C)c(C)c3)c(C)s2)c1C
→ 0, 89, 89, -10, 146, 10, 146, -31%, -5%
- CCn1c(SCC(=O)c2cc(C)n(C)c2C)nnc1-c1ccccc1
→ -17, 68, 86, 2, 194, -2, 194, -35%, -27%
- O=C1CC(Nc2ccc(N3CCOCC3)cc2)C(=O)N1c1cccc(C(F)(F)F)c1 (configuration not stated)
→ 14, 98, 84, 3, 148, -2, 148, -25%, -1%

A portion of the library. The share of hits here may be higher or lower than overall.
